# Bim-Mcl-1: human Bim-Mcl-1 interaction inhibition. Bead-based flow cytometry, Bim peptide-Mcl-1 binding. inhibition, % at 10 µM. 190,000 compounds, 0.1% hits;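 further: 0% = no compound tracer wells and 100% = peptide blocker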
# Target sequence (Q07820 whole entry, looked up): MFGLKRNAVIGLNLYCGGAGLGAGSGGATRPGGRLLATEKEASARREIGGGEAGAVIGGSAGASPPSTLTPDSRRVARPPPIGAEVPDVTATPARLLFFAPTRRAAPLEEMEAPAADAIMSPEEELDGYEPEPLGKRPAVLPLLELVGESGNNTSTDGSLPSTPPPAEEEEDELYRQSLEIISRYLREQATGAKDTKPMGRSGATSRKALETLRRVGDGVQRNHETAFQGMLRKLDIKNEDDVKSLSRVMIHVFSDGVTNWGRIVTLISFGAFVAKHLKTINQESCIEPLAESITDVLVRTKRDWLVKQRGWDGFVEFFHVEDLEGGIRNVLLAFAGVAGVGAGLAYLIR
# Bcl-B Bim block: inhibitors of Bim-Bcl-B interaction, human; Q9HD36; inhibition, % at 10 µM; bead-based flow cytometry, Bim peptide-Bcl-B binding; AID 951; 190,000 compounds, 0.073% hits;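 further: 0% = tracer peptide without compound and 100% = reference inhibitor peptide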
# RGS4-Gao reg: modulates binding of RGS4 to human Galphao. 220,000 compounds, 0.33% hits. Multiplexed bead flow cytometry; actives lie on both sides. P09471. binding response (% of control), % at 10 µM. AID 1415; in the data active means binding response below about 49% or above about 150%; inactive means in between;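 further: fluorescent Galphao activated with aluminum fluoride binding bead-coupled RGS4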
# Target sequence (P09471 whole entry, looked up): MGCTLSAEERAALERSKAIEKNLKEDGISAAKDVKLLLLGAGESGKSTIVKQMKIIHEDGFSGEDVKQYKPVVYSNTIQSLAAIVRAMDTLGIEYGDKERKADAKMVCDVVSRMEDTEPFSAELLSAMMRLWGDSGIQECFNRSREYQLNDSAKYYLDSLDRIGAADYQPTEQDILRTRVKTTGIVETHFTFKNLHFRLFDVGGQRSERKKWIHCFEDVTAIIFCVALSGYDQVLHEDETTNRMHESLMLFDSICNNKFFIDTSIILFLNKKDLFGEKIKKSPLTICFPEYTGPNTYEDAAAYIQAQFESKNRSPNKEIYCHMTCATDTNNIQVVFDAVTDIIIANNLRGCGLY
# Mcl1-Bid inh: Mcl-1/Bid interaction inhibition; 220,000 compounds, 0.97% hits; TR-FRET Mcl-1/Bid-Dy647 peptide binding, 1536-well; AID 1021; Q07820; inhibition, % at 21.7 µM;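 active means compounds that cut the binding signal by more than half at the single screening dose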;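 further: His-tagged Mcl-1 with europium anti-His antibody binding Bid BH3 peptide; 0% = Mcl-1 plus peptide wells and 100% = peptide-only wells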
# Bim-Bcl-XL: disrupts Bim peptide binding to human Bcl-XL | inhibition, % at 10 µM | 190,000 compounds, 0.04% hits | AID 1007 | Q07817 | bead flow cytometry, fluorescence
# Target sequence (Q07817 whole entry, looked up): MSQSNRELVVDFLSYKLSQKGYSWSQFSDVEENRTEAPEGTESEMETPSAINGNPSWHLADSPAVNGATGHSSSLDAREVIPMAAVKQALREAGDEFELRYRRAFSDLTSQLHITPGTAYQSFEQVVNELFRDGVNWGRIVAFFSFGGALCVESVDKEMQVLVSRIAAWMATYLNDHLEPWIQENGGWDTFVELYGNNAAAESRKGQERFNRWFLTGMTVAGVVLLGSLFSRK
# Bim-Bcl-W: inhibitors of Bim-Bcl-W interaction, human; 190,000 compounds, 0.02% hits; inhibition, % at 10 µM; bead-based flow cytometry, Bim peptide-Bcl-W binding;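 further: 0% = bound tracer without compound and 100% = peptide blocker; higher means less fluorescent Bim peptide bound to Bcl-W beads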
# Bim-Bcl-2: disrupts Bim peptide binding to human Bcl-2. P10415. Bead-based flow cytometry, Bim peptide-Bcl-2 binding. inhibition, % at 10 µM. 190,000 compounds, 0.06% hits; in the data active means inhibition above about 40%; inconclusive means no clear call, values can overlap the other calls;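 further: 0% = no compound wells with probe peptide and 100% = reference peptide inhibitor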
# RGS8-Gao: regulators of human RGS8-Galphao interaction. multiplexed bead flow cytometry, RGS8-Galphao binding; actives lie on both sides. response (percent of control binding), % at 10 µM. 220,000 compounds, 0.34% hits; in the data active means response below about 60% or above about 140%; inactive means in between;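 further: Galphao activated as the GDP aluminium fluoride complex binding bead-coupled RGS8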
# Bim-Bfl-1: disrupts Bim binding to human Bfl-1; Bead-based flow cytometry, Bim-Bfl-1 binding inhibition; inhibition, % at 10 µM; 190,000 compounds, 0.12% hits; AID 1008;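 further: 0% = wells without compound plus tracer and 100% = blocker peptide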
# GSH fluor: compound fluoresces at 488/530 nm on GSH beads | GSH beads flow cytometry, compound fluorescence 488/530 nm; hits give high values | fluorescence (KMESF) at 10 µM | 190,000 compounds, 0.25% hits; in the data active means fluorescence above about 89;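 further: glutathione beads carrying GST-tagged Bcl family fusion proteins plus one bare bead set; values are compound well signal with DMSO vehicle wells as background; inactives centre near 16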
# RGS7-Gao reg: human RGS7-Galphao interaction regulation; P09471; Multiplexed bead flow cytometry, RGS7-Galphao binding; actives lie on both sides; binding response (% of control), % at 10 µM; 220,000 compounds, 0.35% hits; AID 1439; in the data active means binding response below about 49% or above about 150%; inconclusive means no clear call, values can overlap the other calls; inactive means in between;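 further: fluorescent Galphao held in activated GDP-AlF4 state binding bead-coupled RGS7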
# An asterisk follows results filed as active; u = inconclusive. Unless noted, no stated cut-off is given here; in the data, active means inhibition above about 40%.
# Order of results: Bim-Mcl-1	Bcl-B Bim block	RGS4-Gao reg	Mcl1-Bid inh	Bim-Bcl-XL	Bim-Bcl-W	Bim-Bcl-2	RGS8-Gao	Bim-Bfl-1	GSH fluor	RGS7-Gao reg
> O=C(CN1CCOCC1)Nc1c(-c2ccccc2)c2cc(Br)ccc2[nH]c1=O
  0	-6	103	-7	-4	0	-11	103	-9	26	96
> CC(C)CNC(C)C(=O)Nc1ccc(S(N)(=O)=O)cc1 (configuration not stated)
  1	3	99	-10	0	0	5	100	8	17	100
> Cc1noc(C)c1S(=O)(=O)N(CCc1ccccc1)Cc1ccccc1
  -5	-3	92	-27	-4	-2	-6	92	-4	8	91
> O=C(/C=C/c1ccccc1)N1CCCN(C(=O)/C=C/c2ccccc2)CC1
  -3	-2	97	11	0	2	2	98	4	24	96
> COC(=O)c1sccc1Oc1c(Cl)cccc1[N+](=O)[O-]
  -4	-5	100	-8	-2	-1	-6	103	-5	11	101
> CC12COC3(C(=O)Nc4ccc([N+](=O)[O-])cc4)CC1CCC32C (configuration not stated)
  0	0	104	-11	-1	-3	1	107	4	14	105
> c1ccc(N2CCN(c3ccc4nncn4n3)CC2)nc1
  0	-4	104	-14	1	1	-5	105	-7	25	104
> CCN1CCN(c2cc(C)c3cc(NC(=S)N4CCN(c5ccc(F)cc5)CC4)ccc3n2)CC1
  -4	-11	98	-58	-2	-1	-4	100	19	17	u
> CCN(CC)c1ccc(C2C(C(=O)OC)=C(C)NC(C)=C2C(=O)OC)cc1
  -1	-10	100	-55	-8	-2	-11	102	-14	22	100
> Cc1ccc(NS(=O)(=O)c2cc([N+](=O)[O-])ccc2NNC(=S)Nc2cc(C)ccc2C)c(C)c1
  0	-3	96	-40	0	0	-7	94	-13	11	99
> CCc1nc(SCC(=O)N2CCOCC2)c2c(=O)n(C)c(=O)n(C)c2n1
  3	-6	98	-9	-2	3	-7	102	-11	18	104
> CCOc1ccc(CN2CCN(CC(O)Cn3c4ccccc4c4ccccc43)CC2)cc1 (configuration not stated)
  -3	-6	100	4	-6	0	-2	99	-2	27	98
> CC(C)CCOc1ccc(C(=O)N2CCCC2C(=O)O)cc1 (configuration not stated)
  0	-6	99	2	-2	-2	-7	100	-16	53	99
> O=C1NN=COc2ccccc21
  1	0	102	-45	-4	-1	0	102	-4	18	100
> O=C(CCC(=O)N(Cc1ccco1)C(C(=O)NC1CCCC1)c1ccncc1)Nc1cccnc1 (configuration not stated)
  -1	-1	97	-9	-2	0	1	100	-2	13	100
> Cc1cccc(OCCCC(=O)Nc2ccc(S(=O)(=O)N3CCCC3)cc2)c1
  1	0	109	-4	1	-1	0	103	0	10	106
> CN1C(=S)SC(/[N+]([O-])=C/c2cccnc2)C1(C)C (configuration not stated)
  0	-9	102	-19	-10	0	-10	99	-11	28	99
> Cc1ccc(Cn2c(SCC(C)C)nc3c2c(=O)[nH]c(=O)n3C)cc1
  0	-8	99	15	1	5	-3	99	6	7	110
> COc1ccc(OC)c2[nH]c(=O)c(CCNC(=O)c3ccc4c(c3)OCO4)cc12
  0	-3	100	-33	-3	-3	0	100	-1	19	88
> Cc1ccc(Cl)cc1N1CCN(C(=O)C2CCN(S(=O)(=O)c3cccnc3)CC2)CC1
  0	-4	99	-12	-6	-3	-5	101	-7	8	98
> O=C(Nc1ccccc1C(=O)N1CCCCCC1)c1ccc(Cl)cc1
  1	-1	113	6	0	-2	-2	110	-4	12	110
> CC(C)CC(NC(=O)C(NC(=O)OC(C)(C)C)C(C)C)C(=O)NC(CCC(=O)OCc1ccccc1)C(N)=O (configuration not stated)
  4	0	99	-11	-1	0	5	101	2	21	101
> O=C(CSc1ccc2nnc(-c3ccccc3)n2n1)NCc1ccc2c(c1)OCO2
  0	-7	97	-11	-2	1	-6	99	-8	26	102
> CCN1C(=O)CCCc2ccccc21
  0	-4	99	-18	-1	0	-3	101	-3	15	100
> CC(Cc1ccsc1)NC(=O)CCc1nnc(COc2ccccc2)o1 (configuration not stated)
  -2	-5	103	-40	-1	0	0	105	-4	14	97
> Cc1c(NC(=O)c2cc3nc(-c4ccc(Br)cc4)cc(C(F)(F)F)n3n2)c(=O)n(-c2ccccc2)n1C
  -7	-8	106	-5	-10	-9	-4	106	-5	19	105
> O=C(O)C1C2C=CC(C2)C1C(=O)N1CCN(C/C=C/c2ccccc2)CC1 (configuration not stated)
  -4	0	103	-19	-3	0	0	111	-1	26	106
> CCN1CN=C(NS(=O)(=O)c2ccc(C)cc2)NC1
  -1	-4	99	-17	3	3	-4	101	-6	44	104
> O=C(O)CCCN1C(=O)c2ccc(Oc3cccc([N+](=O)[O-])c3)cc2C1=O
  -2	0	98	5	-1	1	-1	97	-3	18	103
> COc1ccc(C)cc1NC(=O)c1ccc([N+](=O)[O-])cc1[N+](=O)[O-]
  0	-4	107	-44	-2	-1	-6	102	-6	12	104

# Following part.
# Order of results: Bim-Mcl-1	Bcl-B Bim block	RGS4-Gao reg	Mcl1-Bid inh	Bim-Bcl-XL	Bim-Bcl-W	Bim-Bcl-2	RGS8-Gao	Bim-Bfl-1	GSH fluor	RGS7-Gao reg
> OC(COc1ccc2ccccc2c1)CN1CCCC1 (configuration not stated)
  31	-8	103	-28	-4	0	-13	101	-14	12	103
> COc1ccc(OCCSc2nnc3sc4ccccc4n23)cc1
  1	0	101	-31	1	2	3	99	-4	44	102
> O=C(c1ccc(Cn2c(=O)[nH]c3ccccc3c2=O)cc1)N1CCN(c2ccccc2)CC1
  -5	-1	110	-47	-3	-3	-5	104	-3	11	110
> COc1cc(NC(=O)COC(=O)CCc2cc(OC)c(OC)c(OC)c2)cc(OC)c1
  1	0	102	-31	2	0	-1	104	-3	13	106
> Cc1ccc(C2C3=C(CCCC3=O)N=C3c4ccccc4C(=O)C32)cc1 (configuration not stated)
  -2	-6	103	-69	-1	0	0	102	1	6	98
> CCCCc1nc(NCC2CCCO2)c(C#N)c2c1COC(C)(C)C2 (configuration not stated)
  -7	-5	101	0	-10	-4	-11	98	-17	20	98
> O=C(CSc1ccc(-c2cccc([N+](=O)[O-])c2)nn1)N1CCCCC1
  -1	-2	102	-22	-1	-1	-2	101	-3	10	107
> COc1ccc(C)cc1-n1nnnc1SCC1CCCCO1 (configuration not stated)
  -1	-6	100	-54	-12	0	-7	100	-11	62	97
> CCOC(=O)c1nnn(-c2nonc2-n2cccc2)c1CN1CCC(C)CC1
  0	-2	96	-24	0	0	-1	98	-1	25	97
> CCCCCSc1nc(N2CCOCC2)c2c(c1C#N)CC(C)(C)OC2
  -1	-10	96	-31	-5	0	-12	96	-11	15	93
> O=C(O)c1ccccc1OC(=O)C12CC3CC(CC(C3)C1)C2
  -3	-4	100	-9	-5	-3	-4	100	-7	17	99
> Cc1cc(C)cc(NC(=O)CN2CCC(NC(=O)Cc3ccccc3)CC2)c1
  -3	1	104	16	-3	-1	-3	126	-2	30	103
> CC1(C)CC(=O)C2=C(C1)N(c1ccccc1C#N)C(N)=C(C#N)C2c1cccs1 (configuration not stated)
  16	2	99	-27	1	15	5	92	9	10	96
> CCCCN(C)C(=O)CSc1nc(NCc2ccc(OC)cc2)c2ccccc2n1
  0	-3	102	-1	-1	-4	0	100	0	20	105
> Cc1ccc(-n2nnc3c(=O)n(Cc4ccccn4)cnc32)cc1C
  1	-2	101	-10	-3	-2	-1	100	-1	11	u
> Nc1c(-c2ccccc2)c(CSc2nc3ccccc3[nH]2)nn1-c1ccc(Cl)cc1
  -2	-8	108	-27	-3	-2	3	114	2	5	108
> N#C/C(=C\c1ccc(-c2ccccc2)cc1)c1nc(-c2ccco2)cs1
  -1	0	99	-26	0	1	1	107	-1	9	101
> O=C(N/N=C/c1ccc[nH]1)c1cc(-c2ccc(Cl)cc2)nc2ccccc12
  0	-3	97	-38	1	0	0	98	-2	11	98
> Cc1cc2nc(CCl)cc(=O)n2[nH]1
  -3	-3	102	-45	-2	0	-3	100	-5	25	98
> CCOC(=O)CC(/C(C)=N\O)c1ccccc1 (configuration not stated)
  -2	1	116	-5	1	3	0	105	0	8	111
> O=C(CN1CCOCC1)Nc1nc(-c2ccc3c(c2)CCN3S(=O)(=O)c2ccccc2)cs1
  -1	-9	97	-16	-8	2	-9	99	-7	60	97
> O=C(N/N=C/CCc1ccccc1)c1ccc(CN2c3cccc4cccc(c34)S2(=O)=O)cc1
  -16	-9	97	-134	-9	-4	-7	99	-18	20	98
> COc1cccc(C2=NOC(C(=O)Nc3cccnc3)C2)c1 (configuration not stated)
  -1	-3	103	-29	-3	-2	-3	101	-3	25	100
> Cc1ccc(S(=O)(=O)N(C)c2ccc(OCC(=O)Nc3nc(-c4ccccc4)cs3)cc2)cc1
  -8	-2	109	-25	-10	-6	-7	114	-7	14	104
> Cc1ccc(/C(N)=N/OC(=O)CCC2CCCC2)cc1
  6	0	101	-10	-3	0	0	101	-5	17	u
> Cc1cc(C)c(-c2noc(C(=O)OC(C)(C)C)c2C(=O)OC(C)(C)C)c(C)c1
  2	0	100	-20	0	-1	0	97	1	6	106
> COc1ccc2nc(NC3=NC(C(=O)Nc4ccc(C)cc4)CC(=O)N3)nc(C)c2c1 (configuration not stated)
  3	6	103	17	3	1	3	104	8	8	108
> O=C(O)C1CCCN(S(=O)(=O)c2ccccc2)C1 (configuration not stated)
  4	2	94	-16	0	4	-2	97	-4	10	88
> CSc1nc(Cc2ccccc2)nc2ccccc12
  1	-4	98	8	-1	0	0	94	-1	27	91
> OCCC1CN(C2CCN(c3ccccc3)CC2)CCN1Cc1ccc(F)c(F)c1 (configuration not stated)
  -2	-3	100	-15	-2	0	-1	102	-7	8	99

# (next part)
# Order of results: Bim-Mcl-1	Bcl-B Bim block	RGS4-Gao reg	Mcl1-Bid inh	Bim-Bcl-XL	Bim-Bcl-W	Bim-Bcl-2	RGS8-Gao	Bim-Bfl-1	GSH fluor	RGS7-Gao reg
> CCn1c(=O)c2ccccc2n2c(SCC(=O)NCc3cccs3)nnc12
  -4	0	78	-4	13	0	7	90	5	57	86
> N#Cc1ccc(Cn2c(=O)c(C#N)c3n(c2=O)CCC3)cc1
  1	-7	102	-29	-1	-3	-6	99	-14	37	99
> Cc1cc(C(=O)NCCCn2ccnc2)sc1-c1ccccc1
  -4	-6	98	-14	-1	-1	2	100	1	17	97
> O=C(OCCN1CCN(c2ncc(C(F)(F)F)cc2Cl)CC1)c1ccc(Cl)cc1
  -4	-2	98	-7	0	-1	-1	101	0	19	95
> O=C(C=C1CCN(c2ncc(C(F)(F)F)cc2Cl)CC1)NNC(=O)Nc1ccccc1
  -2	-8	104	-12	-9	-3	-12	103	-20	24	102
> Cc1c(NC(=O)c2cc(-c3ccc4c(c3)OCO4)on2)c(=O)n(-c2ccccc2)n1C
  1	-9	100	0	-8	0	-5	101	-11	38	100

# By substructure, the compounds so far containing a furan ring, fused or not
# Order of results: Bim-Mcl-1	Bcl-B Bim block	RGS4-Gao reg	Mcl1-Bid inh	Bim-Bcl-XL	Bim-Bcl-W	Bim-Bcl-2	RGS8-Gao	Bim-Bfl-1	GSH fluor	RGS7-Gao reg
> O=C(CCC(=O)N(Cc1ccco1)C(C(=O)NC1CCCC1)c1ccncc1)Nc1cccnc1 (configuration not stated)
  -1	-1	97	-9	-2	0	1	100	-2	13	100
> N#C/C(=C\c1ccc(-c2ccccc2)cc1)c1nc(-c2ccco2)cs1
  -1	0	99	-26	0	1	1	107	-1	9	101

# Assay outcomes as filed in PubChem.
